# Assay outcomes: PubChem, Fisher Drug Discovery Resource Center
# mcGAS MS inh – inhibitors of mouse cGAS | Q8C6L5 | recombinant mouse cGAS, cGAMP by RapidFire MS | inhibition, % at 12.5 µM | hit rate 0.18% among 130,000 | AID 1259397;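 active = inhibition of cGAS enzyme activity at or above 60%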;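 also: enzyme stimulated by 45 bp dsDNA with ATP and GTP substrates; cGAMP share of summed cGAMP plus half ATP and half GTP signals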
# Target sequence (Q8C6L5 whole entry, looked up): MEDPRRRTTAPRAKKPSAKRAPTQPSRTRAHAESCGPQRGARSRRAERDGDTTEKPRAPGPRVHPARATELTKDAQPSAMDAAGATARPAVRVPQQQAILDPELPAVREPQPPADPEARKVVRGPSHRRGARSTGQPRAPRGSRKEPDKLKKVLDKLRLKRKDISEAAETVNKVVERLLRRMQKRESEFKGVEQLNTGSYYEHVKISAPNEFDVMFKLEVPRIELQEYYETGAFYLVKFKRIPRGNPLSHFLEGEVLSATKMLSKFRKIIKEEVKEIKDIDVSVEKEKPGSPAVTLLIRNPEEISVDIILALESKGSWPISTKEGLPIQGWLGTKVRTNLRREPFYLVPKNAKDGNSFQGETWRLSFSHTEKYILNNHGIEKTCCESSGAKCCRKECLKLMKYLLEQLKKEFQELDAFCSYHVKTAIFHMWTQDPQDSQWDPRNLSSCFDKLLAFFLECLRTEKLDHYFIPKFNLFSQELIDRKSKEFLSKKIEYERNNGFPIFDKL
# Active calls of the source: *; & = joins results of further samples.
no.	Molecule	mcGAS MS inh
1	CC1(C(=O)NS(=O)(=O)Cc2ccccc2)CCN1C(=O)c1ccco1 (centres undefined)	-17
2	COCC1(C(=O)N(C)Cc2cn[nH]c2-c2ccc(F)cc2)CCC1	-15
3	CC(NC(=O)NCc1ccccc1Cl)c1ccccn1 (centres undefined)	-7
4	CC(C)C1CN(CC(=O)N2CCOCC2)CCC(=O)N1Cc1ccc(F)cc1 (centres undefined)	-9
5	COc1ccc2c(c1)CCCN2CCC(=O)Nc1ccccc1	-8
6	CNc1cnc(-c2cccc(O)c2)cn1	-7
7	CCOC(=O)c1nc2cc(Cl)c(Cl)cc2nc1N1CCN(C(=O)c2cc(C)oc2C)CC1	-3
8	CC(NC(=O)c1cc(Br)ccc1O)c1ccccc1 (centres undefined)	-3
9	CCc1nc(C)sc1CN1CC2(CCNCC2)CC1C(=O)O (centres undefined)	-14
10	Cc1ccc(Cn2c(CN3CCOCC3)nc3c2c(=O)[nH]c(=O)n3C)cc1	1
11	Cc1cc(C(=O)N(CC2CCN(C3Cc4ccccc4C3)CC2)CC2CCCO2)nc(C)n1 (centres undefined)	-2
12	CN(C)c1ccc(P(=O)(OC2CCCCC2)C(O)c2ccccc2F)cc1 (centres undefined)	-10
13	N#Cc1cc(NC(=O)NCc2ccco2)ccc1Cl	0
14	C=CCc1cc(-c2nccn2C(C)Cn2cncn2)ccc1O (centres undefined)	-20
15	CN(CCC1CCOCC1)C(=O)CC1C(=O)NCCN1Cc1c(F)cccc1Cl (centres undefined)	-4
16	CC(C)(C(=O)N1CCCC(OCc2cccnc2)C1)n1cccc1 (centres undefined)	-1
17	CC1CCCN(C(=O)CNC(=O)c2ccccc2Cl)C1 (centres undefined)	-2
18	Cn1cc(C(=O)N2CCC(CCO)C2)c(-c2ccccc2Cl)n1 (centres undefined)	-50&-9
19	CC1SC(=CC#N)NC1=O (centres undefined)	54
20	CC(C)Cc1cc(C(=O)N2CCCC2c2nc(-c3cccnc3)no2)n(C)n1 (centres undefined)	-15
21	COc1ccc(C(C)N(C)C(=O)C=C(C)C)cc1 (centres undefined)	-6
22	Cc1ccccc1C1=NOC2CN(S(=O)(=O)c3cccc(Oc4ccccc4)c3)CC12 (centres undefined)	-1
23	CCCNC(=O)CNc1cc(F)c(OC)c(F)c1	8
24	COc1cccc2ccc(N3CCC(O)(c4ccc(C)cn4)CC3)nc12	3
25	CN1/C(=C\C(C[N+](=O)[O-])c2ccc3c(c2)OCO3)C(C)(C)c2ccccc21 (centres undefined)	5

# Exported with each value named: entries from further up.
5	COc1ccc2c(c1)CCCN2CCC(=O)Nc1ccccc1
- mcGAS MS inh: -8
6	CNc1cnc(-c2cccc(O)c2)cn1
- mcGAS MS inh: -7
7	CCOC(=O)c1nc2cc(Cl)c(Cl)cc2nc1N1CCN(C(=O)c2cc(C)oc2C)CC1
- mcGAS MS inh: -3
8	CC(NC(=O)c1cc(Br)ccc1O)c1ccccc1 (centres undefined)
- mcGAS MS inh: -3

# Next section.
no.	Molecule	mcGAS MS inh
26	COC(=O)CCCC(=O)N1CCCC(CNC(=O)c2cc3ccccc3[nH]2)C1 (centres undefined)	-14
27	C=CCNC(=O)NC(=O)COC(=O)C1C(C(=O)OC)=C(C)NC(C)=C1C(=O)OC	-5
28	CC(NC(=O)c1cccc(Cn2cccn2)c1)c1cccs1 (centres undefined)	-26
29	Cc1onc(-c2ccccc2)c1C(=O)NCCc1cccc(Cl)c1	1
30	CCc1ccc(NC(=O)NCCNc2cc(N3CCOCC3)nc(C)n2)cc1	-6
31	Cc1ccc(S(=O)(=O)N2CCCCC2CC(=O)Nc2ccc(C)cn2)cc1 (centres undefined)	-1
32	COc1ccc(C(=O)CSc2ncnc3sc(C)cc23)cc1	5
33	COc1cc(C=Cc2nc3sc4c(c3c(=O)[nH]2)CCCCC4)cc([N+](=O)[O-])c1O	-3
34	Cc1cccc(N2CC(C)Cn3c2nc2c3c(=O)[nH]c(=O)n2C)c1 (centres undefined)	-2
35	Cc1cccc(NC(=O)c2ccc(CN(C)C(C)c3ccon3)cc2)c1C#N (centres undefined)	10
36	CC(=O)c1cccc(NC(=O)c2ccc(CN3C[C@@H](C)NC[C@@H]3C)cc2)c1	-14
37	COCCn1nc(C(=O)n2nc(N)c3ccccc32)ccc1=O	1
38	COc1ccc(OC)c2sc(N(CCN3CCOCC3)C(=O)c3ccno3)nc12	1
39	Cc1nccc(NC(=O)COc2cccc(C(C)C)c2)c1C	-20
40	CCCCC(CCC(=O)O)(C(=O)CBr)C(=O)OCC (centres undefined)	-8
41	CCCc1nc2oc3cc(OC)ccc3c(=O)c2c(=O)n1-c1ccc(C)cc1	-12
42	CC1c2cccn2CCN1C(=O)CC1(c2ccccc2)CC(=O)N(Cc2ccc3c(c2)OCO3)C1=O (centres undefined)	1
43	Cc1noc(C(C)NC(=O)c2cc3c([nH]c2=O)CC(C)(C)CC3=O)n1 (centres undefined)	-3
44	O=C(NCCOc1ccccc1)N1CCN(S(=O)(=O)c2ccccc2)CC1	-11
45	c1cc(-c2nccn2CCCc2nn[nH]n2)cc(-n2cccn2)c1	-22
46	CN(Cc1ccc(C(=O)NCC(F)(F)F)cc1)C(=O)n1ccnc1	1
47	COc1ccc(NC(=O)C2(C)CCN2Cc2ccc(OC(F)(F)F)cc2)cc1OC (centres undefined)	-10
48	O=C(NC1CCCCC1)c1nnc2n1CCN(C(=O)c1ccc3occc3c1)C2	-14
49	Oc1c2cccnc2cn1CC1(COc2ccccc2)CC1	-18
50	CN(CC1COCCO1)C(=O)c1ccccc1OC1CCN(S(C)(=O)=O)CC1 (centres undefined)	-5

# Reprinted from the results shown for reference:
no.	Molecule	mcGAS MS inh
48	O=C(NC1CCCCC1)c1nnc2n1CCN(C(=O)c1ccc3occc3c1)C2	-14
49	Oc1c2cccnc2cn1CC1(COc2ccccc2)CC1	-18
50	CN(CC1COCCO1)C(=O)c1ccccc1OC1CCN(S(C)(=O)=O)CC1 (centres undefined)	-5

# (more compounds)
no.	Molecule	mcGAS MS inh
51	CCCCn1nc(C)c(CNCC(C)c2ccccc2)c1Cl (centres undefined)	-7
52	COc1ccc(C2=CSC3=NS(=O)(=O)CCN23)cc1Cl	3
53	O=C(CSc1nc2ccccc2c(=O)n1CCC1=CCCCC1)NNC(=O)c1cccs1	-9
54	Cc1cc(C)c2c(n1)sc1c(=O)n(C(C)C(=O)NC3CCCCC3)cnc12 (centres undefined)	21
55	O=C(NCCc1ccccn1)N1CCCc2ccc(F)cc21	-9
56	Cc1ccccc1CSc1ncc(CO)n1CC(=O)NCc1ccc(Cl)cc1	0
57	CC(=O)NC(C)C(=O)NC(C)C12CC3CC(CC(C3)C1)C2 (centres undefined)	-7
58	O=C1CCCc2nc3nc4ccccc4n3cc21	-6
59	COC(=O)CCn1c(=O)c2c(nc3n(C4CCCCC4)c(C)cn23)n(C)c1=O	-8
60	Cc1cc(C)c(C(N)=O)c(NCc2ccc(Cl)cc2)n1	11
61	CCOC(=O)c1nn(-c2ccccc2Cl)c(=O)cc1OS(=O)(=O)c1c(C)noc1C	-1
62	Cc1nc(-c2ccc(Oc3ncc(C(F)(F)F)cc3Cl)cc2)no1	-13
63	Cc1cc(C)c(OC(C)C(=O)Nc2cc(C)on2)c([N+](=O)[O-])c1 (centres undefined)	-3
64	COC(=O)c1cc(CN2CCC3(CCCN(C)C3=O)C2)ccc1O (centres undefined)	-39
65	CN1CC2(CCN(C(=O)c3[nH]ncc3Cl)CC2)CC1C(=O)O (centres undefined)	-8
66	CCOC(=O)N1CCN(C2CCCN(C(=O)c3ccccc3SC)C2)CC1 (centres undefined)	-3
67	COc1cc(=O)n(-c2ccccc2C)nc1C(=O)Nc1ccccc1	-35
68	O=C(NCc1cccnc1-n1ccnc1)c1cnc(-c2cccnc2)nc1	-4
69	COc1cccc(NC(=O)CN2CCCC(N3CCCC3=O)C2)c1 (centres undefined)	-14
70	CO[C@H]1CN(C(=O)CCc2nc3ccccc3[nH]2)CC[C@H]1N	-13
71	CCC(C)N(Cc1cccc(Cl)c1)C(=O)c1ccc(C#CC(C)(C)O)o1 (centres undefined)	-27
72	O=C1CCCN1CC1CCCNC1 (centres undefined)	-12
73	Cc1nc2n(n1)C(=O)C(C(c1ccc(C(C)C)cc1)N1CCC(O)CC1)S2 (centres undefined)	-4
74	CCCc1cc(=O)[nH]c(-n2nc(C)cc2C)n1	2
75	Cc1nn(CC(=O)N(C)CC(=O)Nc2ccc(Cl)c(C(F)(F)F)c2)c(C)c1[N+](=O)[O-]	-8

# An excerpt of these results, with each value named.
58	O=C1CCCc2nc3nc4ccccc4n3cc21
  mcGAS MS inh: -6

9	CCc1nc(C)sc1CN1CC2(CCNCC2)CC1C(=O)O (centres undefined)
  mcGAS MS inh: -14

# (listing goes on)
no.	Molecule	mcGAS MS inh
76	CCN1CCN(c2ccc(C(=O)N3CCCC(c4ccccc4)CC3)cn2)CC1 (centres undefined)	-7
77	CCOc1ncccc1CN1CCCC(C(=O)NCCc2ccc(S(N)(=O)=O)cc2)C1 (centres undefined)	2
78	Cc1nn(C)c(C)c1S(=O)(=O)N1CCN2C(=O)CN(C)C(=O)C2C1 (centres undefined)	-5
79	O=S(=O)(Nc1cnn(Cc2cccnc2)c1)c1cccc(F)c1F	-5
80	c1ccc(CCc2n[nH]c(COc3ccc4c(c3)OCO4)n2)cc1	-7
81	Cc1nc(C)n(CCCc2ccccc2C)n1	-6
82	N#Cc1ccc(NCC(=O)Nc2ccc(Br)cc2)nc1	-5
83	CSc1cccc(NC2=NC3CS(=O)(=O)CC3S2)c1 (centres undefined)	10
84	Cc1cccnc1CN1CCN(C(=O)c2cn3ccsc3n2)CC1	0
85	CC(C)n1cnn(CN2CCN(S(=O)(=O)c3ccccc3)CC2)c1=S	-2
86	CCc1ncc(CN(C)Cn2c3c(sc2=O)CC(C)CC3)s1 (centres undefined)	-36
87	CC(C)c1nccn1CCCNC(=O)c1ccc(N(C)C)nc1	-8
88	OC1(Cc2cc(-c3ccccc3)no2)CCN(CCCC(F)(F)F)CC1	-14
89	CCC(c1ccnn1C)n1cnc(-c2ccccc2)c1-c1nccn1C (centres undefined)	-4
90	CC(C)CN(Cc1cccs1)C(=O)c1cc2n(n1)CCCN(C)C2	-6
91	C=CCN(CC=C)C(=O)CN1CC=C(n2c(=O)[nH]c3ccccc32)CC1	-31
92	O=S(=O)(N(c1ccccc1)S(=O)(=O)C(F)(F)F)C(F)(F)F	-7
93	Cc1cccnc1CN(C)C(=O)CCc1nc2ccccc2[nH]c1=O	0
94	COC(=O)c1ccc(NC(=O)NC2CCCN(C3CCCCCC3)C2)cc1 (centres undefined)	0
95	CC1=CC(C(F)(F)F)(C(F)(F)F)C(C#N)C(=N)N1c1ccc(C(F)(F)F)cc1 (centres undefined)	0
96	CC(C)(C)c1ccc(CC(=O)N2CCC2(C)C(=O)NS(=O)(=O)c2cccc(OC(F)F)c2)cc1 (centres undefined)	-2
97	Cc1cnc(C)c(-c2cc(O)c3c(c2)CN(Cc2c(C)n[nH]c2C)CCO3)n1	-14
98	OC(CNCC1CCCCC1)COc1ccccc1 (centres undefined)	-8
99	S=c1n(CN2CCCC2c2ccc3c(c2)OCCO3)nc2n1CCCCC2 (centres undefined)	-44
100	c1cc(CCNc2ccn3nccc3n2)ccn1	1

# Remaining list, next part:
no.	Molecule	mcGAS MS inh
101	N#Cc1cc2c([nH]c1=S)CCCC2	1&6
102	COC(=O)CCC(=O)N1CCCC(CCC(=O)Nc2cc(OC)cc(OC)c2)C1 (centres undefined)	-10
103	CC(C)C(NS(=O)(=O)c1ccc(Cl)cc1)C(=O)NNC(=O)c1ccco1 (centres undefined)	-3
104	CCc1ncc2c(n1)CN(C(=O)c1ccc3c(c1)OCC(=O)N3)C2	-7
105	COCCCNCC(=O)N(Cc1ccc(F)cc1)Cc1sccc1C	-10
106	N#Cc1cccc(C(=O)N2CCOC(COCc3ccc(F)cc3Cl)C2)c1 (centres undefined)	-6
107	O=C(Cn1cnc2sccc2c1=O)N1CCN(C(=O)c2cccs2)CC1	-16
108	COC(=O)CC1CSCCN1C(=O)CCc1ccco1 (centres undefined)	-2
109	Cc1sc2ncnc(NCc3nnc4c(Cl)cc(C(F)(F)F)cn34)c2c1C	-2
110	N#CC(=Cc1cccs1)C(=O)Nc1nccs1	3
111	CNC(=O)c1ccc(C2CCCN2S(=O)(=O)NCc2ccccc2)s1 (centres undefined)	2
112	O=C(CN1CCc2onc(-c3ccccc3F)c2C1)NCc1ccccn1	-19
113	CC(=O)N(c1nc(C=C2N=C(c3cccc(Cl)c3)OC2=O)cs1)c1ccccc1F	-8
114	CCCCNC(=O)N1CCC2(CC1)N=CC1(CCCCC1)S2	0
115	CCOc1ccccc1-c1cncc(NC)n1	-5
116	Cc1cc(-c2nn3c(CN4CCOCC4)nnc3s2)no1	-1
117	O=C1CC(C(=O)N2CCC3(CC2)OCCCO3)CN1Cc1cccs1 (centres undefined)	-10
118	COc1ccccc1OC1CN(C(=O)C=C(C)C)C1	-22
119	CO[C@H]1CN(c2nccc(CCC(F)(F)F)n2)CC[C@H]1N	-6
120	CC(C)OCCN1CC2COCC(C1)C2NC(=O)c1cccc(Cl)c1 (centres undefined)	-2
121	COc1ncccc1NC(=O)N(C)C1CCC(c2ccccc2)CC1 (centres undefined)	-3
122	CC(C)N(C)CC1CN(C(=O)c2cccs2)CC1c1cccc(F)c1 (centres undefined)	-9
123	Cc1cccc(CN(C(=O)C2CCCC2)c2ccc(CC(=O)O)cc2)c1	-2
124	Cn1nc(CC2CCN(C(=O)Cn3cncn3)CC2)n(-c2ccccc2)c1=O	-7
125	CCn1c2ccccc2c2cc(NC(=O)Cn3c4ccccc4c(=O)c4ccccc43)ccc21	-2

# New compounds follow
no.	Molecule	mcGAS MS inh
126	COCc1nc(N(C)Cc2ccc3nonc3c2)c2cnn(C)c2n1	-2
127	Cc1noc(C)c1C=CC(=O)O	18
128	CCN(Cc1nc(COC)no1)Cc1ccnc2ccccc12	-16
129	O=c1c(Cl)c(Cl)cnn1CCOc1ccccc1	0
130	O=C(O)C1C2CCC(C2)C1C(=O)Nc1nccs1 (centres undefined)	-6
131	CCOc1ccc(Oc2ccc(NC(=O)c3ccc(C)s3)cc2)cc1	18

# This is a subset; rates above refer to the full screens.
